S-ASM inh: inhibitors of human secretory acid sphingomyelinase; placental ASM, HMU-PC fluorogenic substrate, 60 min; P17405; AID 504937; 340,000 tested, 0.006% active; Potency, µM (titrated, usually from 57.5 µM), for the others: at the top dose activity change, negative = inhibition, most hits filed as inhibitors; further: potency means the concentration at half of the fitted maximal effect
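Fluorogenic HMU-PC substrate (9 uM final) is turned over by placental ASM in 60 min at 37 C after a 10 min compound preincubation. Reaction ended by alkaline stop (pH 10), with fluorescence read at 386/447 nm.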
AT treatment: potential ataxia-telangiectasia treatments restoring KAP-1 phosphorylation; […] A-T fibroblasts, KAP-1 phosphorylation AlphaLISA; neocarzinostatin DNA damage 30 min before lysis; Potency, µM (top dose mostly 57.5 µM), for the others: top-dose activation, most hits filed as activators; 320,000 tested, 0.19% active; further: potency means the concentration at half of the fitted maximal effect; % of control where 0% means no effect; nearly all actives have a fitted effect of over 45% in size
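hTERT-immortalized A-T patient fibroblasts ([…]), 500 cells/well in OPTI-MEM, 1% FBS, got compounds for 60 min, then NCS for 30 min at 37C. Lysates were then assayed for phospho-KAP-1 by AlphaLISA (anti-pKAP1 donor, anti-KAP1 acceptor beads), 6 hr at 25C.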
FBPA coupling cs: inhibits coupling enzyme system, counter-screen for aldolase hits; 290,000 tested, 0.67% active; coupling enzyme system counterscreen, AmpLite Red fluorescence; activity change, negative = inhibition, % at 58.2 µM, hits read low; AID 2472; in the data active means activity change below about -30%; further: on the % scale 0 is the no-effect control and ±100 the full control effect
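Fluorescence at 525 nm excitation and 598 nm emission measured inhibition of the coupled detection system without aldolase. Compounds (at 57.5 uM final) were preincubated 10 min at room temperature with coupling enzyme reagent before a 20 min substrate/AmpLite Red step.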
KCNH2 WT inh: inhibitors of human wildtype KCNH2 potassium channel; Q12809; AID 720551; activity change, % at 1.84 µM; 340,000 tested, 0.37% active; U2OS, BacMam KCNH2, thallium flux FluxOr; hits give low values;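 active means maximum activity change below -70%; inconclusive means maximum activity change between -70% and -50%; inactive means maximum activity change above -50%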; further: on the % scale 0 is the no-effect control and ±100 the full control effect
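U2OS cells transduced with wild-type KCNH2 virus are loaded with FluxOr dye for 45 min, and thallium flux is measured in kinetic reads before and after stimulation buffer. Rate constants are normalized to DMSO controls.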
GALK inhibitor: inhibitors of human galactokinase | P51570 | Purified GALK, Kinase-Glo residual ATP luminescence | Potency, µM (highest dose often 57.5 µM), inactives show top-dose activity change, negative = inhibition, actives largely listed as inhibitors | 270,000 tested, 0.007% active | AID 1868; further: potency means the concentration at half of the fitted maximal effect; on the % scale 0 is the no-effect control and ±100 the full control effect
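Galactose (100 uM) and ATP (35 uM) were turned over by 5 nM GALK for 1 h at RT. Kinase-Glo Plus then converted the remaining ATP into a luminescent signal.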
TRPV1 agonist: agonists of human vanilloid receptor 1 (TRPV1). AID 540275. activation, % at 8.33 µM. Q8NER1. TRPV1-expressing cells, Fluo-8 calcium influx, agonist mode. 320,000 tested, 0.19% active; in the data active means activation above about 80%; inconclusive means between about 30% and that limit; further: 0% is about no effect
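Fluo-8 calcium influx in TRPV1-expressing cells, kinetic read (ex 480/em 520 nm). Compound added and read 3 min for agonist activity, followed by capsaicin at EC20 final and 2 min further read for enhancement.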
CXXC DNA block: inhibitors of human MLL CXXC domain-DNA interaction. 290,000 tested, 0.037% active. Potency, µM (titrated, usually from 115 µM), inactives show at the highest dose activity change, negative = inhibition, most hits filed as inhibitors. MLL-CXXC / FITC-HOXA9 DNA fluorescence polarization. Q03164; active means well fitted inhibition curve with a large enough effect in the polarisation, with a control signal flat, not every such curve was filed as active; inconclusive means small, poorly fitted or top-dose-only effect, or effect the other way, or a change in a side signal; inactive means no such curve, though single readings can be large or run the other way; the % refers to the polarisation; further: potency means the concentration at half of the fitted maximal effect
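Fluorescence polarization: 7 uM MLL-CXXC (stock) preincubated 5 min with compounds, then 50 nM fluorescein-HOX-A9 DNA (stock) added; 30 min ambient. Buffer 50 mM Tris-HCl pH 7.5, 50 mM NaCl, 1 mM DTT, 0.05% BSA.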
a7 integrin act: activates integrin-mediated alleviation for muscular dystrophy | 350,000 tested, 0.064% active | alpha7betagal myoblasts, beta-gal FDG fluorescence, 48 h | Potency, µM (highest dose often 38.3 µM), inactives show top-dose activation, actives largely listed as activators;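 further: potency means the concentration at half of the fitted maximal effect; 100% = response of the positive control SU9516; nearly all actives have a fitted effect of over 60% in size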
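alpha7betagal+/- myoblasts (passage 13, 250/well) treated 48 h at 37C with compounds at 1:260 dilution of DMSO stock. Lysed, then beta-galactosidase activity read as FDG fluorescence (ex 480/em 540) after 30 min, with pre-read for autofluorescence.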
KCNH2 3.1 inh: KCNH2 3.1 (human) potassium channel inhibition; 340,000 tested, 0.95% active; activity change, % (tested at about 1.8 µM); U2OS KCNH2 3.1, thallium flux FluxOr; hits give low values;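 active means maximum activity change below -70%; inconclusive means maximum activity change from -70% to -50%; inactive means maximum activity change above -50%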;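 further: thallium influx rate constant from kinetic fluorescence after stimulation buffer; on the % scale 0 is the no-effect control and ±100 the full control effect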
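Thallium flux read-out: FluxOr dye with Red40 quencher in HBSS/HEPES, 45 min at RT. Rate constants from kinetic reads were normalized to positive and negative DMSO controls. Cells: U2OS virally expressing the 3.1 isoform.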
MBNL1 CUG block: inhibitors of human MBNL1 binding to CUG repeat RNA | TR-FRET MBNL1-His/biotin-(CUG)12 binding, 665/545 ratio | Potency, µM (titrated, usually from 57.5 µM), inactives show at the top dose activity change, negative = inhibition, most hits filed as inhibitors | 280,000 tested, 0.036% active | AID 2675; active means well fitted inhibition curve with a large enough effect in the signal ratio, with a control signal flat, not every such curve was filed as active; inconclusive means small, poorly fitted or top-dose-only effect, or effect the other way, or a change in a side signal; inactive means no such curve, though single readings can be large or run the other way; the % refers to the signal ratio; further: potency means the concentration at half of the fitted maximal effect; on the % scale 0 is the no-effect control and ±100 the full control effect
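Inhibition of protein-RNA binding appears as loss of TR-FRET between terbium anti-His antibody on MBNL1-His and streptavidin-XL665 on biotin-(CUG)12. Activity is normalized to buffer-only and uninhibited-complex controls.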
* hit, by the source's call; ? = inconclusive; . = no result given; [ ] = another dose, or the depositor's remark. Unless noted, the call rests on the fitted dose curve; in most records, active means well fitted curve in the direction sought with a large enough effect; inconclusive means small, poorly fitted or top-dose-only effect, or another doubt; inactive means no such curve, though single readings can be large; an effect the other way counts as inactive or inconclusive. The order is random; 2% or so of the library scored in one or more.

Values run as follows: S-ASM inh	AT treatment	FBPA coupling cs	KCNH2 WT inh	GALK inhibitor	TRPV1 agonist	CXXC DNA block	a7 integrin act	KCNH2 3.1 inh	MBNL1 CUG block
O=C(Cn1c(=S)[nH]c2ccccc2c1=O)N1CCN(c2ccccc2)CC1
→ 2%	5%	0	-15	12%	-4	3%	20%	-5	3%
CC1(C)NC(=O)N(CC(O)COc2cc3ccccc3cc2C(=O)N2CCCCC2)C1=O (stereo not given)
→ 2%	-6%	3	-2	-1%	-4	5%	1%	0	-7%
Cc1nnc(Nc2ccc(Cl)cc2)s1
→ 6%	-1%	-2	0	2%	?	-2%	-12%	1	-5%
CCOC(=O)c1cccc(N2CC3CNC(=O)C2(C(=O)OC)N3C)c1 (stereo not given)
→ 11%	6%	.	13	.	.	.	-9%	15	.
CNC(=O)CC1C(=O)N(Cc2ccccc2)C(=S)N1NC(=O)c1cccc(F)c1 (stereo not given)
→ 2%	-9%	-2	-17	2%	7	-6%	18%	7	-11%
CS(=O)(=O)N(CC(=O)Nc1ccccc1C(=O)N1CCCC1)c1ccc2c(c1)OCO2
→ -1%	-2%	3	-6	4%	-1	1%	14%	8	4%
O=C(OCC(=O)N1CCc2ccccc21)c1nc(Cl)ccc1Cl
→ -1%	3%	1	-10	0%	0	2%	17%	7	-5%
O=C(COC(=O)C1CCC(=O)N1)Nc1ccc(Oc2ccccc2)cc1 (stereo not given)
→ 0%	-2%	-1	7	5%	2	8%	15%	20	-4%
O=C(NCc1ccccn1)c1ccc(OC2CCN(Cc3ccc(CO)o3)CC2)cc1
→ 5%	9%	.	6	-9%	-1	2%	-10%	19	-4%
Cc1ccc2nccc(C(=O)N3CCCC(N4CCN(c5ccc(F)cc5)CC4)C3)c2c1 (stereo not given)
→ -6%	1%	.	-14	1%	3	-1%	22%	-3	2%
O=C(Nc1ccc(F)cc1)c1ccc(COc2ccccc2)cc1
→ 2%	6%	3	-13	-2%	6	-2%	-12%	10	-1%
N#Cc1ccc(N)cc1OCCCN1CCCCC1
→ 0%	.	.	3	.	.	.	4%	12	.
COCC(=O)NC1CC2CCCC(C1)N2Cc1ccccc1 (stereo not given)
→ -1%	16%	-1	15	-3%	0	9%	13%	-1	4%
C/C(=N\NC(=O)C(O)c1ccccc1)c1ccc(Br)s1 (stereo not given)
→ -2%	-6%	1	10	.	27	0%	-13%	-9	?
O=C1N(c2ccccc2)C(c2ccccc2)C12CCCCC2 (stereo not given)
→ -3%	0%	.	-6	.	.	.	18%	-4	.

Fetched by structure from the entries so far:
Values run as follows: S-ASM inh	AT treatment	FBPA coupling cs	KCNH2 WT inh	GALK inhibitor	TRPV1 agonist	CXXC DNA block	a7 integrin act	KCNH2 3.1 inh	MBNL1 CUG block
O=C(OCC(=O)N1CCc2ccccc21)c1nc(Cl)ccc1Cl
→ -1%	3%	1	-10	0%	0	2%	17%	7	-5%
CNC(=O)CC1C(=O)N(Cc2ccccc2)C(=S)N1NC(=O)c1cccc(F)c1 (stereo not given)
→ 2%	-9%	-2	-17	2%	7	-6%	18%	7	-11%
O=C(Cn1c(=S)[nH]c2ccccc2c1=O)N1CCN(c2ccccc2)CC1
→ 2%	5%	0	-15	12%	-4	3%	20%	-5	3%

Remaining list, next part
Values run as follows: S-ASM inh	AT treatment	FBPA coupling cs	KCNH2 WT inh	GALK inhibitor	TRPV1 agonist	CXXC DNA block	a7 integrin act	KCNH2 3.1 inh	MBNL1 CUG block
CCOC(=O)C1(Cc2cccc(OC)c2)CCN(Cc2cccn2-c2ccccn2)CC1
→ 2%	2%	2	-8	5%	-1	1%	-8%	-47	-3%
CC1=NN(C(N)=S)C(=O)C1N=Nc1c(Cl)cc([N+](=O)[O-])cc1Cl (stereo not given)
→ 0%	-6%	1	0	7%	-3	?	11%	2	?
CCOC(=O)c1ccccc1NC(=O)CN1C(=O)c2ccccc2S1(=O)=O
→ -2%	8%	0	1	1%	8	5%	8%	-7	-5%
O=C(NCC1CCCO1)c1onc(CSc2ccccc2F)c1C(=O)O (stereo not given)
→ 6%	-9%	4	2	-5%	2	7%	-18%	2	-1%
COc1cccc(NC(=O)c2cccs2)c1
→ 1%	5%	0	5	-1%	14	4%	-7%[7.66 µM]	-14	4%
O=C1Cc2cc(NS(=O)(=O)c3ccc(F)cc3)cc3c2N1CCC3
→ 5%	2%	.	-6	.	-2	.	15%	2	.
NC(=O)C1(N2CCCCC2)CCN(C2CC(=O)N(Cc3ccc(N4CCCC4=O)cc3)C2=O)CC1 (stereo not given)
→ 5%	-4%	3	-8	0%	-1	-11%	0%	-4	0%
COc1ccc(CCNC(=S)NC(=O)c2cccc([N+](=O)[O-])c2)cc1OC
→ 0%	4%	.	-6	-5%	5	1%	-18%	-22	?
Cc1cc(C(F)(F)F)nn1CC(=O)NNC(=S)Nc1ccc(Cl)cc1
→ 2%	3%	5	-3	-1%	1	?	6%	10	0%
COc1ccc(OCCN2CCN(C(=O)c3ccc(OC)cc3)CC2)cc1
→ 1%	2%	3	2	2%	2	1%	0%	-48	-4%
COCCCNC(=O)c1cccc(OC)c1OC
→ 4%	10%	7	19	0%	1	-2%	24%	-3	-3%
O=C1CC(C(=O)Nc2ccccc2)S/C(=N\NC(=O)c2ccccc2Cl)N1 (stereo not given)
→ -1%	-1%	4	-1	-1%	-2	6%	-5%	-9	-1%
COc1ccc(NC(=O)c2c(NC(=O)CNCC(C)C)sc3c2CCC3)c(OC)c1
→ -13%	4%	-1	6	4%	3	0%	1%	12	1%
NC(=O)C1CCN(C(=O)CNC(=O)c2ccc(Br)o2)CC1
→ .	3%	.	2	.	1	.	6%	0	.
CCOC(=O)c1c(C)c(C(=O)Nc2ccc3c(c2)OCO3)c(C)n1C
→ -1%	6%	-9	16	-1%	?	6%	-3%	7	-6%
CN(C)C(CNc1ccc([N+](=O)[O-])cc1C#N)c1ccccc1 (stereo not given)
→ 10%	0%	1	1	2%	2	13%	16%	-3	?
O=C1c2ccccc2S(=O)(=O)N1CCS(=O)(=O)c1ccc(F)cc1
→ -2%	68%	2	0	0%	2	-13%	8%	20	-13%
CC(=O)Nc1ccc(NC(=O)Cc2ccc(F)cc2)cc1
→ .	1%	1	.	5%	-1	4%	.	.	-11%
COC(=O)C(C)Oc1ccc2c3c(c(=O)oc2c1)CCCCC3 (stereo not given)
→ 0%	.	-18	-22	-1%	-2	-1%	20%	-6	?
Cn1ncc([N+](=O)[O-])c1C(=O)n1nnc2ccccc21
→ -2%	1%	-1	1	0%	-2	13%	-16%	-5	-2%
Cc1nc(Cl)sc1C(=O)Nc1cccc2ccccc12
→ 3%	-25%	1	-15	3%	12	46%[activator]	-23%	-7	20%
Cc1ccc(-c2nnn(CC(=O)N(Cc3ccccc3F)C(C(=O)NC3CCCC3)c3ccncc3)n2)o1 (stereo not given)
→ 0%	-4%	-4	6	2%	3	4%	-5%	-1	?
O=C(NCCc1c[nH]c2ccccc12)c1ccc(-n2cnnn2)cc1
→ -1%	-6%	-1	3	3%	-1	-2%	15%	-22	-9%
COC(=O)[C@H](C)NC(=O)Nc1cccc(C(F)(F)F)c1
→ 4%	0%	-1	-4	0%	2	-6%	13%	-2	2%
Cc1ccc(OCC(=O)OC(C)CN2CCCCC2)cc1 (stereo not given)
→ 7%	-5%	-5	-7	-1%	-2	7%	21%	-1	1%
COCCCNC(=O)COC(=O)c1ccc(-c2nc3ccccc3s2)s1
→ 65%[activator]	-7%	2	-14	1%	1	-4%	1%	1	?
COc1ncc(C2=CC(=O)CC(C)(C)C2)cn1
→ 8%	-1%	.	-5	.	-9	.	3%	-15	.
COC(=O)c1c(NC(=O)CN2CCC3(O)CCCCC3C2c2ccc(OC)cc2OC)sc(C)c1C (stereo not given)
→ -1%	3%	0	-6	-1%	1	12%	-3%	-10	16%
Cc1nn(-c2nc(-c3ccco3)cc(C(F)(F)F)n2)c(C)c1Br
→ -1%	1%	1	-1	-3%	3	-1%	2%	2	-2%
